Screening results from PubChem.
B2AR arrestin ag = ADRB2 beta-arrestin recruitment. HTLA Tango cells, beta-arrestin recruitment, luciferase luminescence, 18 h. Potency, µM (titrated, usually from 46.1 µM), without a hit: top-dose activation, hits mostly activators. 44,000 tested, under 10 active;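 further: potency means the concentration at half of the fitted maximal effect; 0% = DMSO and full agonism = EC100 isoproterenol or metaproterenol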
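Tango cells expressing recombinant beta2-AR and beta-arrestin were treated with compounds (up to 46 microM titration) in DMEM with 1% FBS for 18 hr at 37 degrees C. Beta-arrestin recruitment drove tTA-dependent luciferase, read by luminescence; curves were fitted and classed.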
p53null 39C tox = p53 null cell cytotoxicity, nonpermissive temperature. hit rate 0.97% among 55,000. H1299 p53-null (neo) cells, 39C, ATPlite viability, 24 h. Potency, µM (top dose mostly 46.1 µM), for the others: at the top dose activity, negative = cell killing, usual class: cytotoxic. AID 904;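 further: potency means the concentration at half of the fitted maximal effect; 0% = DMSO only and -100% = full killing by 100 µM tamoxifen; nearly all actives have a fitted effect of over 50% in size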
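ATP-luminescence viability readout (ATPlite, 20 min RT) after 24 hr compound treatment at 39C of H1299-neo or H1299-p53A138V cells; titration up to 46 uM; normalized to DMSO and 100 uM tamoxifen; Hill-fit AC50.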
GALK inhibitor = inhibits human galactokinase | P51570 | recombinant GALK, Kinase-Glo ATP luminescence, 1 h | Potency, µM (top dose mostly 57.5 µM), for the others: top-dose activity, negative = inhibition, usual class: inhibitors | 44,000 tested, under 10 active | AID 1347072;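 further: plate controls were full GALK reaction for no effect and reaction lacking GALK for full effect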
Target sequence (P51570 whole entry, looked up): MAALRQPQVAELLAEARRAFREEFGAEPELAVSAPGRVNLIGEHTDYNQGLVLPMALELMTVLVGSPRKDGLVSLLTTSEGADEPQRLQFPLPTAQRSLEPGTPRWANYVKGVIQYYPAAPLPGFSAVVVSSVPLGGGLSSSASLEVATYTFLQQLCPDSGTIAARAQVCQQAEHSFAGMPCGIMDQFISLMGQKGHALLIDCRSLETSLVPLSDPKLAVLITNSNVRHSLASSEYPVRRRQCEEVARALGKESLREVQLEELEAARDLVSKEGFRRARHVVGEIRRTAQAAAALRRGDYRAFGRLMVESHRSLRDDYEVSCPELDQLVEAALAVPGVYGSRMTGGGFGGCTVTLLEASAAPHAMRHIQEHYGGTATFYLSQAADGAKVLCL
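Luminescent ATP-depletion readout (Kinase-Glo Plus, 10 min) after 1 h RT reaction of 5 nM GALK, 35 uM ATP, 100 uM galactose, pH 8.0 HEPES buffer. Decreased kinase activity scored as inhibition.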
p53null 32C kill = selectivity test: cytotoxicity in p53 null cells, permissive temperature; AID 903; H1299-neo p53 null cells, ATP luminescence, 24 h, 32C; hit rate 0.62% among 55,000; Potency, µM (top dose mostly 46.1 µM), for the others: top-dose activity change, negative = cytotoxicity, actives largely listed as cytotoxic;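 further: potency means the concentration at half of the fitted maximal effect; 0% = DMSO only and -100% = full killing by 100 µM tamoxifen; nearly all actives have a fitted effect of over 55% in size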
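Cells lacking p53 (H1299-neo) are plated at 600 per well and allowed to settle overnight at 37C. Test compounds (up to 46 uM) are added and held 24 hours at 32C, then ATP is quantified by luminescence.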
NTMT1 inh = NTMT1 methyltransferase inhibition | Q9BV86 | NTMT1 MTase-Glo SAH luminescence, purified enzyme | Potency, µM (highest dose often 114 µM), without a hit: at the highest dose activity change, negative = inhibition, most hits filed as inhibitors | hit rate 2.5% among 59,000 | AID 1645870;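 further: potency means the concentration at half of the fitted maximal effect; plate controls were DMSO vehicle for no effect and no enzyme for full effect; nearly all actives have a fitted effect of over 65% in size; many of its hits are not listed in these tables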
Target sequence (Q9BV86 whole entry, looked up): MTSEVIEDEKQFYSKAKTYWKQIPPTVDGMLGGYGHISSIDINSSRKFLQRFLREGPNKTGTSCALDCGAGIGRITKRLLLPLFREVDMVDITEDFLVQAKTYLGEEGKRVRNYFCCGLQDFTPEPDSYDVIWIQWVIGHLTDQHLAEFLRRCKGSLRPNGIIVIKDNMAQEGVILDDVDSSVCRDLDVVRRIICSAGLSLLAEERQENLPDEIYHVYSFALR
TSG101-PTAP inh = blocks PTAP binding to human TSG101, validation | Q99816 | Fluorescence polarization, FITC-PTAP peptide/Tsg101, 20 min | Potency, µM (top dose mostly 115 µM), for inactives: at the top dose activity change, negative = inhibition, actives largely listed as inhibitors | 44,000 tested, under 10 active | AID 1347069; further: potency means the concentration at half of the fitted maximal effect; 0% is about no effect
Target sequence (Q99816 whole entry, looked up): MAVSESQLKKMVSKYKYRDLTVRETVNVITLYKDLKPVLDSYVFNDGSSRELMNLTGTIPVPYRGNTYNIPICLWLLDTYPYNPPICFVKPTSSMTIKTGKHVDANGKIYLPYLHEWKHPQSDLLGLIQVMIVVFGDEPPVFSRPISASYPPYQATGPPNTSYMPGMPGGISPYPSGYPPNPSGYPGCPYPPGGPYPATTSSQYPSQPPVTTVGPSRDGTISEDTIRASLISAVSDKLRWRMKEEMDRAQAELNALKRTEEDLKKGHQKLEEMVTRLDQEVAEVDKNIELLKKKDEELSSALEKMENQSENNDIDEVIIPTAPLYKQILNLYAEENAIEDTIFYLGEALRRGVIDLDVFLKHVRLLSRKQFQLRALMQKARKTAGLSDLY
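Steps: Tsg101 binding domain (10 uM final) in HEPES pH 7.5/NaCl/Tween 20/EDTA/TCEP; add compound; add FITC-PTAP peptide (50 nM final); incubate 20 min r.t.; read polarization.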
FH mod = Identification of activators of human fumarate hydratase by quantitative high-throughput screening | Fumarate hydratase, mitochondrial (Homo sapiens), P07954 | FH coupled MDH/diaphorase resazurin fluorescence, 15 min | Potency, µM (highest dose often 79.9 µM), without a hit: at the highest dose activity change, negative = inhibition, hits mostly inhibitors | hit rate 0.22% among 54,000 | AID 1347055, 2019; further: potency means the concentration at half of the fitted maximal effect; on the % scale 0 is the no-effect control and ±100 the full control effect; the screen sought activators but most active calls are inhibition curves; nearly all actives have a fitted effect of over 45% in size
An asterisk follows results filed as active; ? = inconclusive; / = no result given; [ ] = another dose, or the depositor's remark. The call rests on the fitted dose curve; in most records, active means well fitted curve in the direction sought with a large enough effect; inconclusive means small, poorly fitted or top-dose-only effect, or another doubt; inactive means no such curve, though single readings can be large; an effect the other way counts as inactive or inconclusive. A portion of the library, so the mix of outcomes need not match the whole.

canonical_smiles,p53null 32C kill,NTMT1 inh,TSG101-PTAP inh,GALK inhibitor,FH mod,B2AR arrestin ag,p53null 39C tox
Cc1ccc(NC(=O)N(Cc2cn(C)c3ccccc23)C2CCCCC2)cc1C,7%,-8%,-1%,0%,-29%,1%,?
CCCN(C(=O)c1cc2c(s1)-c1ccccc1SC2)c1ccccc1F,9%,1%,0%,-1%,?,-2%,20µM*
Cc1cccc(CS(=O)(=O)c2ncc(Cl)c(C(=O)Nc3nc4ccc(F)cc4s3)n2)c1,2%,7%,1%,0%,13%,-1%,-3%
Clc1ccccc1OCCSc1nnc(-c2cccs2)o1,-4%,1%,-7%,0%,0%,-4%,-11%
CCc1ccc(NC(=O)Cn2c(=O)n(Cc3ccco3)c(=O)c3cccnc32)cc1,-3%,20%,0%,-1%,-3%,0%,5%
CCNC(=O)CC1C(=O)N(c2ccc(C)cc2)C(=O)N1CCC(C)C (stereo unspecified),1%,5%,0%,-9%,33%,-2%,2%
COc1ccc(S(=O)(=O)NCC(c2ccc(N(C)C)cc2)N2CCc3ccccc32)cc1 (stereo unspecified),-9%,16%,-6%,-1%,-11%,0%,10%
COc1ccccc1N1CCN(C(=O)C2CCN(S(=O)(=O)c3cnc[nH]3)CC2)CC1,6%,-2%,-1%,8%,-14%,0%,22%
Cc1ccc2nc(NCc3ccccc3)c3nncn3c2c1,-7%,14%,-2%,-2%,-10%,-1%,9%
Cc1ccc(CS(=O)Cc2ccc(C(=O)NCc3ccccc3Cl)o2)cc1 (stereo unspecified),-5%,?,0%,2%,-22%,0%,-24%
CCCN(Cc1cccs1)C(=O)Nc1cc(C)cc(C)c1,5%,4%,-4%,0%,2%,-3%,10%
O=C1COc2ccc(-c3cc(-c4ccccc4)c4c(n3)-c3ccccc3OC4)cc2N1,/,13%,1%,0%,-7%,0%,/
CCCc1nn2c(=O)cc(COC(=O)c3ccccc3NC(=O)COc3ccccc3F)nc2s1,-7%,-7%,0%,1%,-8%,2%,-23%
CCc1nn2c(=O)cc(COC(=O)c3ccccc3NC(=O)c3ccc(C(C)(C)C)cc3)nc2s1,-8%,?,0%,4%,-19%,0%,?
CN1CCN(C(CNC(=O)c2ccccc2F)c2ccc3c(c2)OCO3)CC1 (stereo unspecified),8%,-12%,-1%,1%,20%,0%,-20%
O=C(c1cccs1)N(Cc1cccnc1)c1nc2c(F)cc(F)cc2s1,-6%,-21%,-2%,0%,-1%,-4%,1%
CCOC(=O)c1ccc(NC(=O)Cn2cnc(S(=O)(=O)N3CCCC3)c2)cc1,7%,13%,1%,1%,0%,0%,-18%
Cc1ccc(Cl)cc1NC(=O)CN1C(=O)C(C)(C)c2cc(S(=O)(=O)N3CCCCC3)ccc21,?,7%,-15%,2%,-22%,0%,11%
COc1cc(Nc2nn(-c3ccc(OC(F)(F)F)cc3)nc2C(C)=O)cc(OC)c1,-4%,14%,-4%,7%,-1%,-2%,-1%
CN(C)c1ccc(CNC(=O)CCCN2C(=O)CCn3nc(-c4cn(C)c5ccccc45)cc32)cc1,-6%,-20%,-2%,0%,2%,0%,5%
Cc1cc(C)cc(NS(=O)(=O)c2ccc3[nH]cc(C(=O)N(C)Cc4ccccc4)c(=O)c3c2)c1,4%,1%,-5%,9%,-32%,0%,?
CCOC(=O)c1cnc2cc(-c3ccc(OCC)cc3)nn2c1-c1ccccc1,6%,0%,-1%,-7%,2%,-1%,-11%
Cc1nc(-c2ccccc2)sc1CCNS(=O)(=O)c1ccc(Br)cc1,56%[activator],5%,-10%,0%,?,-1%,10%
COc1ccc(Cn2c(C(=O)O)c(CNCCc3cccs3)c3ccc(OC)cc32)cc1,-10%,-1%,-9%,-7%,-19%,-1%,-18%
CCOc1ccc(NC(=O)c2oc3ccccc3c2NC(=O)c2cc3ccccc3o2)cc1,-6%,12%,4%,8%,-6%,1%,-13%
CCOc1ccc(CN2C(=O)c3ccccc3Sc3ccc(C(=O)NC)cc32)cc1,36%[activator],4%,1%,5%,-21%,0%,6%
CCOc1ccc(NC(=O)Cn2nnc(C(=O)NCCc3ccccc3)c2N)cc1,0%,-8%,-2%,0%,-7%,1%,?
CCC(C(=O)Nc1ccccc1C(=O)OC)n1c(C)c2cnn(-c3ccccc3)c(=O)c2c1C (stereo unspecified),24%,?,2%,3%,-30%,-2%,13%
CCS(=O)(=O)c1ccccc1C(=O)N(Cc1cccnc1)c1nc2cc(C)c(C)cc2s1,18%,-1%,0%,2%,-34%,1%,5%
Cc1cccc(NC(=O)c2cc(S(=O)(=O)N3CCN(c4ccccc4F)CC3)ccc2F)c1C,3%,0%,0%,2%,-11%,1%,12%
CCOC(=O)c1sc2ccccc2c1S(=O)(=O)Nc1ccc(OC)c(Cl)c1,19%,-1%,-2%,1%,?,1%,27%
Cc1ccc(C2CC(=O)n3nc(-c4ccc(F)cc4)nc3S2)cc1 (stereo unspecified),-3%,?,-4%,2%,-9%,0%,40%
O=C(C1CCC1)N1CCc2cc(S(=O)(=O)N3CCN(c4ccccc4)CC3)ccc21,-4%,11%,-1%,0%,-21%,-2%,?
COc1ccc(C)cc1NC(=O)N1CC(C)Sc2ccccc21 (stereo unspecified),-11%,4%,1%,1%,?,0%,-9%
COc1ccc(-c2cc3nc(C)c(CCC(=O)NCCc4ccc(Cl)cc4)c(C)n3n2)c(OC)c1,6%,-5%,3%,8%,?,-1%,-13%
CCN(c1cccc(C)c1)S(=O)(=O)c1ccc(N2CCCCS2(=O)=O)cc1,14%,18%,-1%,-2%,-6%,-1%,2%
CCOc1ccc(C2c3c(oc4ccc(C)cc4c3=O)C(=O)N2CCCN(C)C)cc1 (stereo unspecified),6%,-1%,3%,-3%,-13%,2%,-20%
CCOC(=O)c1c(S(=O)(=O)NCC(=O)Nc2ccc(C)c(Cl)c2)c(C)n(C)c1C,6%,20%,-4%,-2%,-6%,-2%,12%
Cc1c(Cl)cccc1NC(=O)Cn1nc(C)c2sc3ccccc3c2c1=O,0%,-2%,-4%,1%,4%,-2%,21%
CCc1nn(CC(=O)N2CCCCC2)c(=O)c2cc3sc(C)cc3n12,0%,-5%,-2%,7%,-5%,0%,12%
Cc1ccc(NC(=O)C2CCCN2S(=O)(=O)c2ccc3c(c2)C(C)(C)C(=O)N3C)cc1 (stereo unspecified),-15%,-14%,-2%,0%,5%,0%,-18%
CCOc1ccc(NS(=O)(=O)c2ccc3[nH]cc(C(=O)N(C)C4CCCCC4)c(=O)c3c2)cc1,13%,-2%,3%,-3%,-11%,0%,-1%
Cc1ccc(-c2nonc2NC(=O)c2ccco2)cc1C,-8%,13%,1%,1%,-9%,-3%,28%
CCc1nnc(SCC(=O)Nc2ccc(Cl)cc2F)c2cc3occc3n12,-5%,2%,0%,3%,-27%,1%,-20%
CCOc1ccccc1NC(=O)C1CCCN(S(=O)(=O)c2cn(C)cn2)C1 (stereo unspecified),-8%,5%,-4%,-2%,4%,1%,4%
Cc1oc(-c2cccc(Cl)c2)nc1CSCC(=O)O,-5%,3%,-1%,2%,-22%,-1%,13%
Cc1ccc(Cn2cc(C(=O)c3ccc(C)cc3)c(=O)c3ccc(C)nc32)cc1,35%[activator],?,13%,0%,-22%,?,67%[activator]
CCCCOc1ccc(C2=NC(c3cccs3)=Nc3ccc(OC)cc3N2)cc1,-1%,5%,3%,3%,?,-2%,2%
CCCc1noc(-c2ccc(N3CCCCC3)c([N+](=O)[O-])c2)n1,-8%,-15%,-4%,0%,-7%,-2%,11%
CC(C)(C)C(=O)OCc1cc(=O)n2nc(C3CC3)sc2n1,-11%,3%,-4%,-2%,0%,0%,-1%
O=c1c2[nH]c3ccccc3c2nc(SCc2cccc(F)c2)n1-c1ccccc1,-10%,8%,0%,-9%,-3%,0%,-5%
COc1ccc(-n2nc(C)c3c(C(F)(F)F)cc(-c4cccnc4)nc32)cc1,-8%,-3%,-5%,-6%,-5%,-1%,-27%
O=C(CCC(=O)N1Cc2ccccc2Oc2ncccc21)NCc1ccccc1Cl,2%,2%,-7%,0%,5%,1%,-12%
COc1ccc(OCC(=O)Nc2ccc(-c3nc4cc(C)c(C)cc4o3)cc2)cc1,-9%,-8%,-7%,0%,-6%,0%,7%
COc1ccc(NC(=O)CSc2nc(-c3ccccc3)nc3c2Cc2c(CO)cnc(C)c2O3)cc1Cl,2%,-2%,-7%,?,-3%,-1%,-11%
COc1cc(NC(=O)C(Cc2ccccc2)NS(=O)(=O)c2cccs2)cc(OC)c1 (stereo unspecified),7%,15%,-2%,0%,-4%,-1%,64%[activator]
COc1cccc(N2CCN(C(=O)CCn3nc(C)c(S(=O)(=O)N4CCCC4)c3C)CC2)c1,6%,-2%,-1%,2%,?,0%,0%
O=C(CSc1nc2c([nH]c3ccccc32)c(=O)n1-c1ccc(Cl)cc1)N1CCOCC1,?,0%,1%,3%,-14%,0%,14%
CC(Oc1ccccc1)C(=O)Nc1ccc(OCc2cc(=O)n3ccsc3n2)cc1 (stereo unspecified),-4%,5%,-2%,-9%,-15%,0%,7%
O=C(Cn1nc(C(F)(F)F)c2c1CCCC2)Nc1ccc(Br)cc1,0%,-7%,-1%,?,-3%,1%,10%
COc1cccc(N2CCN(C(=O)C3CCN(S(=O)(=O)c4ccc5c(c4)oc(=O)n5C)CC3)CC2)c1,-8%,?,-2%,7%,-10%,-2%,11%
CCCCN(CCCC)S(=O)(=O)c1ccc2oc(C(=O)NCc3ccccc3)c(C)c2c1,6%,4%,0%,-3%,-25%,1%,15%

A section of the results above:
canonical_smiles,p53null 32C kill,NTMT1 inh,TSG101-PTAP inh,GALK inhibitor,FH mod,B2AR arrestin ag,p53null 39C tox
O=C(Cn1nc(C(F)(F)F)c2c1CCCC2)Nc1ccc(Br)cc1,0%,-7%,-1%,?,-3%,1%,10%
COc1cccc(N2CCN(C(=O)C3CCN(S(=O)(=O)c4ccc5c(c4)oc(=O)n5C)CC3)CC2)c1,-8%,?,-2%,7%,-10%,-2%,11%
CCCCN(CCCC)S(=O)(=O)c1ccc2oc(C(=O)NCc3ccccc3)c(C)c2c1,6%,4%,0%,-3%,-25%,1%,15%
